STEP block – STEP phosphatase inhibitors, primary screen, biochemical, fluorescence intensity, uHTS; 0.25% of 360,000 active; recombinant STEP, OMFP fluorogenic substrate; inhibition, % at 20 µM; Tyrosine-protein phosphatase non-receptor type 5 (Homo sapiens), P54829; AID 588621, 2011;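 active means inhibition at 20 µM, scaled per plate between control wells, above about 37%, limit read from the data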;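 further: 0% = DMSO with enzyme and substrate and 100% = substrate only without enzyme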
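Assay system: isolated STEP enzyme / Timing: 20 min at room temperature, dark / Doses: 20 µM, 1% DMSO / Technique: fluorescence intensity, excitation 480 nm, emission 540 nm / Reagent: fluorogenic phosphatase substrate OMFP at 25 µM final / Measure: percent inhibition scaled to no-enzyme and uninhibited-enzyme controls, plate-pattern corrected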
LMPTP block – LMPTP phosphatase inhibitors, primary screen, biochemical, fluorescence intensity, uHTS. recombinant LMPTP-A, OMFP fluorogenic substrate. inhibition, % at 20 µM. Low molecular weight phosphotyrosine protein phosphatase (Homo sapiens), P24666. 0.22% of 360,000 active. AID 651560, 2012;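 active means compounds that cut the enzyme signal by at least half of the control window in the single-dose screen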;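 further: plate controls were DMSO wells with enzyme plus substrate for no effect and substrate without enzyme for full effect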
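material = LMPTP-A | quantity = 0.625 nM enzyme | reagent = OMFP substrate, 400 µM final | buffer or medium = Bis-Tris pH 6.0, DTT, detergent | detection = endpoint fluorescence intensity from OMFP dephosphorylation | dosing = single 20 µM dose | read-out basis = % inhibition relative to no-enzyme and uninhibited control wells | control set = no-enzyme and uninhibited controls | timing = 50 min at room temperature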
SUMO1-SIM PPI – modulators of SUMO1 protein-protein interactions, primary screen, biochemical, uHTS. SUMO1 binding to a labelled peptide, TR-FRET, 1 h. AID 602429, 2012. inhibition, % at 20 µM. Small ubiquitin-related modifier 1 (Homo sapiens), P63165. 0.33% of 360,000 active; in the data active means inhibition above about 37%
Rpn11 inh – Rpn11 (PSMD14) deubiquitinase inhibitors, primary screen, biochemical, fluorescence polarization, uHTS; 26S proteasome non-ATPase regulatory subunit 14 (Homo sapiens), O00487; human 26S proteasome, Ub4-pepOG fluorescence polarization; 20S core pre-blocked with epoxomicin; calls only at 20 µM; 0.59% of 360,000 active; AID 588493, 2011;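 active means inhibition at 20 µM, scaled to each plate's controls, above about 33%, limit read from the data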
MT1-MMP act inh – blockers of MT1-MMP proenzyme processing, primary screen, HT1080 RFP-PRO-GFP cells, GFP/RFP fluorescence | GFP/RFP ratio change, % at 20 µM | GFP/RFP ratio fluorescence, overnight; percent of plate control window, DMSO zero | Matrix metalloproteinase-14 (Homo sapiens), P50281 | 0.061% of 360,000 active | AID 651647, 2012;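 active means GFP/RFP ratio change of at least 30% with cell ATP level not reduced by more than half and red fluorescence within 50% of control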; further: strong numbers were not always called active
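Assay system: HT1080 RFP-PRO-GFP cells. Benchmarks: DMSO vehicle wells and RFP-L50D-GFP reporter cell wells. Times: overnight cell settling, then overnight compound exposure, 37 °C, 5% CO2. Compound: 20 µM single dose, 1% DMSO. Read-out basis: GFP/RFP fluorescence ratio.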
NadD block – inhibitors of S. aureus NadD, primary screen, biochemical, colorimetric, uHTS. purified NadD enzyme, colorimetric absorbance read-out. inhibition, % at 20 µM. 0.78% of 360,000 active. AID 602399, 2012; in the data active means inhibition above about 26%; further: some compounds past the cut are filed as inactive
Scp1 inh – Scp-1 phosphatase inhibitors, primary screen, biochemical, colorimetric, uHTS; AID 493091, 2011; Carboxy-terminal domain RNA polymerase II polypeptide A small phosphatase 1 (Homo …; Recombinant Scp1, phosphopeptide, malachite green phosphate absorbance; inhibition, % at 20 µM; 0.88% of 340,000 active;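 active means inhibition above about 50% at 20 µM, limit read from the data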;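 further: plate controls were DMSO wells with enzyme for no effect and wells lacking enzyme for full effect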
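System: SCP-1 catalytic domain; Reagent: Phospho 17-mer peptide substrate; Doses: one concentration, 20 µM, with 1.0% DMSO; Incubation: 45 min room-temperature reaction, 5 min colour, 30 min stabiliser; Signal: Phosphate-binding colour reagent, absorbance read at 630 nm.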
CendR NRP1 mod – modulators of CendR peptide binding to NRP-1, primary screen, biochemical, fluorescence polarization, uHTS | 0.85% of 360,000 active | inhibition, % at 25 µM | Neuropilin-1 (Homo sapiens), O14786 | FAM-RPARPAR peptide binding to NRP-1;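 active means inhibition or corrected inhibition above about 18%, plus a signal ratio from 0.5 to 1.5, limit read from the data, passing the limit was not always enough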; further: strong numbers were not always called active
SKN-1 block – suppressors of acrylamide-induced Pgst-4::GFP reporter in worms, primary screen, SKN-1 inhibitor project, whole organism, uHTS, GFP/RFP fluorescence ratio, strain VP596; C. elegans VP596 Pgst-4::GFP/RFP ratio, 24 h; inhibition, % at 21.8 µM; 0.49% of 360,000 active; AID 624304, 2012;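 active means interference check ratio from 0.5 to 1.5 plus GFP to RFP signal ratio inhibition reaching or exceeding a fixed threshold, cut at about 30% in these data, passing the limit was not always enough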; further: some compounds called inactive have numbers as strong as hits
DNMT1 inh – human DNMT1 methyltransferase inhibitors, primary screen, biochemical, molecular beacon, fluorescence, HinP1I cleavage, uHTS; DNA (cytosine-5)-methyltransferase 1 (Homo sapiens), P26358; inhibition (reported as % activation of signal), % at 10 µM; 0.83% of 360,000 active; AID 588458, 2011; in the data active means inhibition above about 50%
Target sequence (P26358 504-1616 limits assumed): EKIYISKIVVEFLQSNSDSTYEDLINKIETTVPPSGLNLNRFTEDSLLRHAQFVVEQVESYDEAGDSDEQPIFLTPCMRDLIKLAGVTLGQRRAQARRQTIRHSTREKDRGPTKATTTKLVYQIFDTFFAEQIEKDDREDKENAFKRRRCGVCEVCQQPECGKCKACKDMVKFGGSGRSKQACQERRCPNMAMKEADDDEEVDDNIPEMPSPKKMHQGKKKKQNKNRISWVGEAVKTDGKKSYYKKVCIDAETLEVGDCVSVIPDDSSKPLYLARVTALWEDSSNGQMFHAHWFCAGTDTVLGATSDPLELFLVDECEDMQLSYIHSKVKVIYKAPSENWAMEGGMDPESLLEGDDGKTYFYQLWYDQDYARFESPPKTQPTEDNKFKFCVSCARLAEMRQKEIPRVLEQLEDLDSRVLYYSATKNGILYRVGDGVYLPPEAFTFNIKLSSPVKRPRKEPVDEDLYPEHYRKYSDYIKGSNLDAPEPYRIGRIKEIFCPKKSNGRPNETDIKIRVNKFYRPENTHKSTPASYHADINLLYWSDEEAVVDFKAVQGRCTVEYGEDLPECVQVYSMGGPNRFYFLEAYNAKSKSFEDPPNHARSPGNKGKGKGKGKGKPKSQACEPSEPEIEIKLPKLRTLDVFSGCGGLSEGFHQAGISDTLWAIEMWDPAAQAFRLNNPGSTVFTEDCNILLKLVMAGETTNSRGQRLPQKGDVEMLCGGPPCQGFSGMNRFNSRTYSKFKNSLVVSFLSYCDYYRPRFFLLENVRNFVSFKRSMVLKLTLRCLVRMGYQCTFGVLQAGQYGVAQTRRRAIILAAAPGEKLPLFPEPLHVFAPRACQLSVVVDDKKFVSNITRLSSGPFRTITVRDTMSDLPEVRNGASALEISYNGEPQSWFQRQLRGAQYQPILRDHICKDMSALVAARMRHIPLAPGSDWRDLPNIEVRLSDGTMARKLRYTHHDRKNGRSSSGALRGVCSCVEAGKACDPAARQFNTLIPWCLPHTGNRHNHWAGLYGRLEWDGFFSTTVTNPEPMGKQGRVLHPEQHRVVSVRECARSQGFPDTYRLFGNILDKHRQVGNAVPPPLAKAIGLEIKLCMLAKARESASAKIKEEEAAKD
An asterisk follows results filed as active; i = inactive; / = not tested or not shown.

SMILES	STEP block	LMPTP block	SUMO1-SIM PPI	Rpn11 inh	MT1-MMP act inh	NadD block	Scp1 inh	CendR NRP1 mod	SKN-1 block	DNMT1 inh
N#Cc1ccccc1S(=O)(=O)N1CCN(c2ccc(S(=O)(=O)N3CCOCC3)cn2)CC1	-0.1	1.2	0.4	i	-4.3	3.7	6.2	12.0	15.1	-1.6
O=C(O)CNC(=O)/C(=C\c1ccc2c(c1)OCO2)NC(=O)c1ccc(Br)cc1	-2.6	0.2	-4.7	i	-1.6	-3.4	6.5	11.1	-13.2	3.0
Cc1cccc2nc(C(=O)Nc3cccc(C(=O)NC4CC4)c3)cn12	1.4	-0.4	3.8	i	3.4	-3.3	3.2	7.7	6.0	0.9
O=C1C(C2=NC(C(=O)O)C3C(=O)N(c4ccccc4)C(=O)C23)=C(O)c2ccccc21 (stereo not drawn)	-4.7	-1.9	14.7	i	3.9	7.1	-12.1	2.6	2.8	0.4
CC1(C)Cc2c(sc(NC(=O)C(=O)N3CCCCC3)c2C(N)=O)CO1	-1.4	-1.5	3.9	i	-4.5	-2.5	3.8	-4.8	-6.2	1.2
Cc1ccc(C(=O)NCC(=O)OCn2nnc3ccccc3c2=O)cc1	-1.6	-0.7	0.1	i	-0.6	1.8	-5.0	5.1	-9.4	-2.6
CCN(C[C@H]1N[C@@](Cc2ccccc2)(C(=O)OC)[C@H]2C(=O)N(C)C(=O)[C@@H]12)C(=O)NC(C)C	1.2	-3.7	5.1	i	4.1	0.9	-0.1	4.9	-3.4	5.2
CCOc1ccc(S(=O)(=O)Nc2cccc(C(=O)N3CCN(c4ccc(OC)cc4)CC3)c2)cc1	-2.8	1.5	-2.0	i	-1.1	2.5	-4.2	13.4	14.5	0.6
O=C(O)c1nn(CCOc2cccc(Cl)c2)c(=O)c2ccccc12	-7.4	-0.6	-7.7	i	6.7	-5.7	-9.1	-0.4	-4.6	-5.6
CCOc1ccccc1NC(=O)CSc1nc(=O)n(Cc2ccncc2)c2c1CCC2	-0.8	-0.8	-2.9	i	-1.3	5.9	-0.6	17.8	23.0	1.1
CCOc1ccc(C2C(C(=O)c3ccco3)=C(O)C(=O)N2CCCn2ccnc2)cc1 (stereo not drawn)	-0.8	-4.7	-1.9	i	1.6	6.0	-7.8	6.8	-2.4	-7.8
O=C(CSc1nnc2ccccn12)NNC(=O)c1ccc(Br)cc1	-1.6	-1.3	0.8	i	-0.8	-2.6	14.4	0.4	-10.2	6.1
Cc1c(N=c2scc(-c3ccccc3)n2C)c(=O)n(-c2ccccc2)n1C	0.6	-0.5	-5.0	i	4.7	1.7	-1.4	1.5	-15.1	-2.5
O=C(COc1ccccc1Br)N1CCNC1=O	1.3	-0.6	2.9	i	-1.0	-1.8	-2.2	9.5	5.9	3.4
COc1ccc(OC)c(S(=O)(=O)Nc2ccc(C(N)=O)cc2)c1	-3.7	-0.4	-4.1	i	5.7	-2.8	0.3	16.9	-0.2	3.0
N/C(=N\OC(=O)N1c2ccccc2Sc2ccccc21)c1ccccc1	0.2	0.4	-6.8	i	8.5	6.8	3.5	6.5	13.2	-10.9
O=C(CSc1ncnc2c(-c3ccc(Cl)cc3)nsc12)c1ccccc1	0.1	1.1	-16.2	i	-7.7	-2.8	-5.2	8.4	17.1	-1.3
Cc1ccc(S(=O)(=O)NCCSc2nnnn2C)cc1	-1.2	-0.1	-1.5	i	-1.4	1.3	-0.1	16.6	9.5	-1.2
CSCCOC(=O)C1=C(C)Nc2ccc(C)cc2S1	1.7	1.6	-8.5	i	3.7	11.4	0.2	-2.9	-2.4	-2.8
CN(C)CC(=O)N[C@@H]1CC[C@@H](CC(=O)NCCN2CCCCC2)O[C@@H]1CO	/	-4.4	-3.8	/	8.8	/	/	5.4	5.5	/
O=C(COC(=O)c1ccccc1Nc1ccc(SC(F)F)cc1)NCc1ccco1	0.5	1.1	-1.2	i	5.4	0.6	-9.7	-3.2	-7.1	-9.9
COC(=O)CSC1=C(C#N)C(c2ccc3c(c2)OCO3)C2=C(CCCC2=O)N1 (stereo not drawn)	-3.2	0.2	0.6	i	2.9	-1.7	-2.0	0.1	10.4	1.8
CC(=O)c1sc(NCCOc2ccc(C)cc2)nc1C	-2.2	-0.8	-2.6	i	-2.9	-2.8	-3.4	-0.4	1.7	-0.1
CC(=O)c1ccccc1NC(=O)CN1C(=O)CS/C1=C\c1nc(-c2ccc(C)cc2)cs1	2.8	2.6	-1.8	i	-1.8	46.1*	-5.2	-12.6	10.7	-7.1
O=C(NCc1cccc(CNC(=O)C(=O)NCc2ccco2)c1)C(=O)NCc1ccco1	9.8	55.9*	2.9	i	-1.9	8.0	91.5*	-0.7	5.9	91.1*
CCCCn1nc2cc(C(=O)NCCCCc3ccccc3)ccc2c1OCC	0.1	0.2	-1.3	i	-2.3	0.5	-5.0	-1.9	21.5	-5.6
CCC(=O)N1c2ccc(C)cc2C2=NNC(=S)NC21O (stereo not drawn)	5.2	0.2	-6.2	i	1.7	6.7	3.3	-7.7	-4.7	-6.2
Cc1oc(-c2cccc(Cl)c2)nc1CN1CCC(C(=O)NCc2cccnc2)CC1	1.7	-0.3	3.8	i	5.4	-7.4	-4.0	-12.8	0.6	-1.4
CCN(CC(=O)NCc1ccc(F)cc1)C(=O)CN1CCN(c2cc(Cl)ccc2C)CC1	1.3	0.6	-2.0	i	-0.1	5.5	2.6	-8.4	12.6	-3.0
CC(=O)c1cccc(NC(=O)CCC2CCCC2)c1	-3.1	-1.4	-0.1	i	2.5	-3.4	-2.0	6.9	-29.1	1.4
O=C(C[C@H]1C[C@H](C(=O)N2CCCCC2)[C@@]2(CCc3ccccc3)c3[nH]c4ccc(Cl)cc4c3CCN2C1=O)NCCC1=CCCCC1	4.3	0.8	4.1	i	-7.2	29.9	1.3	5.2	-8.9	60.8*
O=C(CCSc1nnc(-c2ccncc2)o1)Nc1cccc(Cl)c1	-2.5	-0.8	1.0	i	2.7	-15.9	-3.0	-4.9	0.7	-1.9
FC(F)(F)c1cc(-c2ccc3c(c2)OCO3)nc(NCc2ccco2)n1	1.8	3.0	0.8	i	0.1	-3.2	-13.4	-9.7	-8.3	0.6
COc1ccc(/C=N/NC(=O)c2ccccc2O)cc1CSc1ccccn1	1.9	1.4	3.3	i	-4.1	10.9	-3.9	-8.4	-3.7	11.0
COc1cc(C(=O)Oc2cc(N)n(S(=O)(=O)c3ccc(F)cc3)n2)cc(OC)c1OC	1.6	0.1	-0.2	i	-0.2	-5.6	-15.1	-1.6	-4.4	-0.1
CC1(C)CC(=O)C(C=Nc2ccc(N)cc2)=C(O)C1	-1.3	5.1	-16.4	i	3.5	4.6	-3.0	-0.9	14.2	-3.5
CCN(CC)Cc1c(O)ccc2c(=O)c(-c3ccc(Cl)cc3)coc12	-1.6	-1.4	1.7	i	2.2	0.5	1.2	1.9	-6.1	0.0
CCOC(=O)C(NC(=O)Nc1ccc(Cl)cn1)(Oc1ccc(F)cc1)C(F)(F)F (stereo not drawn)	1.4	-0.9	-0.4	i	3.9	4.2	-15.7	-2.8	4.2	4.1
CCc1nnc(NC(=O)CSc2nnc(-c3ccco3)o2)s1	0.3	0.0	1.7	i	-1.6	1.1	0.9	3.0	-3.3	-0.3
O=C(NCC(O)c1ccc([N+](=O)[O-])cc1)C(c1ccccc1)c1ccccc1 (stereo not drawn)	-3.1	0.0	-20.0	i	3.7	-4.4	-0.8	-2.8	-9.7	-4.4

Continued (four carried over from the part before).
SMILES	STEP block	LMPTP block	SUMO1-SIM PPI	Rpn11 inh	MT1-MMP act inh	NadD block	Scp1 inh	CendR NRP1 mod	SKN-1 block	DNMT1 inh
CCN(CC)Cc1c(O)ccc2c(=O)c(-c3ccc(Cl)cc3)coc12	-1.6	-1.4	1.7	i	2.2	0.5	1.2	1.9	-6.1	0.0
CCOC(=O)C(NC(=O)Nc1ccc(Cl)cn1)(Oc1ccc(F)cc1)C(F)(F)F (stereo not drawn)	1.4	-0.9	-0.4	i	3.9	4.2	-15.7	-2.8	4.2	4.1
CCc1nnc(NC(=O)CSc2nnc(-c3ccco3)o2)s1	0.3	0.0	1.7	i	-1.6	1.1	0.9	3.0	-3.3	-0.3
O=C(NCC(O)c1ccc([N+](=O)[O-])cc1)C(c1ccccc1)c1ccccc1 (stereo not drawn)	-3.1	0.0	-20.0	i	3.7	-4.4	-0.8	-2.8	-9.7	-4.4
COc1ccc(/C=N/OCC(=O)Nc2cc(C)on2)cc1OC	5.0	-1.2	1.8	i	0.9	0.0	-7.6	-11.8	-1.1	2.8
Cc1ccc(C2(c3ccc(C)cc3)CC2C(=O)Nc2ccc([N+](=O)[O-])cc2O)cc1 (stereo not drawn)	-0.2	6.9	-2.4	i	5.0	47.5*	-20.2	1.4	-0.5	-17.6
O=C(NC1CCS(=O)(=O)C1)c1ccc(S(=O)(=O)N2CCCCC2)cc1 (stereo not drawn)	-6.5	-1.7	1.3	i	6.9	-4.0	-12.5	-0.2	0.0	2.1
O=C(NCCN1CCCC1)c1ccc(Cl)cc1Cl	-2.9	-4.1	4.4	i	-0.7	6.6	-7.0	9.8	12.6	0.0
O=C(Oc1cccc(F)c1)c1ccc2c(=O)n3c(nc2c1)CCC3	-1.2	0.4	-3.7	i	-3.3	1.0	1.2	-9.5	9.0	-2.0
CCOP(=O)(OCC)c1ccc2ccc3ccccc3c(=O)c2c1	-0.8	0.3	-30.4	i	0.0	-5.4	-3.0	0.5	8.5	0.0
CCOC(=O)N1CCC(NC(=O)C2CCN(C(=O)c3cc4sccc4n3CC)CC2)CC1	0.3	-0.7	-1.7	i	1.6	-1.2	-9.0	-9.5	11.7	-0.9

Screening data from PubChem BioAssay.
